Source: PubChem
SENP8 block-1 = SENP8 protease inhibitors, primary screen, biochemical, luminescence | actives 1.2% (n = 330,000) | AID 2540, 2010 | inhibition, % at 10 µM | purified SENP8, Z-RLRGG-aminoluciferin cleavage | Sentrin-specific protease 8 (Homo sapiens), Q96LD8; in the data active = inhibition above about 50%
Target sequence (Q96LD8 whole entry, looked up): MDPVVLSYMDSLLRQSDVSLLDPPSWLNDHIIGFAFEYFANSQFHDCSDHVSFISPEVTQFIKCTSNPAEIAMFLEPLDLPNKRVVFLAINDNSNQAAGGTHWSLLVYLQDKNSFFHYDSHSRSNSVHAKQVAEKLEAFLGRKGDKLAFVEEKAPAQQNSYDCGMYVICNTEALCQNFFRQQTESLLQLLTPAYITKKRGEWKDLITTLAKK
SENP8 block-2 = human SENP8 protease inhibitors, primary screen, biochemical, fluorescence, Nedd8 protein substrate, uHTS. actives 0.64% (n = 360,000). AID 602440, 2012. Sentrin-specific protease 8 (Homo sapiens), Q96LD8. inhibition, % at 20 µM. recombinant SENP8; in the data active = inhibition mostly above about 40%, no sharp cut-off; inactive = mostly below about 27%
beta cell repl = inducers of MIN6 beta-cell proliferation, primary screen, ATP luminescence, uHTS; MIN6 cells proliferation, ATPlite luminescence, 48 h; cells starved in 0.2% serum; 100% = growth in 10% serum; proliferation, % at 10 µM; actives 0.29% (n = 330,000); AID 2380, 2010;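 active = compounds whose signal lies at least 3.5 SD above the mean of all wells on their plate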;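 also: 0% = DMSO-treated cells in low-serum medium and 100% = 10% serum control; some compounds called inactive have numbers as strong as hits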
PfG6PD inh = PfG6PD enzyme inhibitors, primary screen, biochemical, fluorescence intensity, uHTS; PfGluPho enzyme, NADPH resazurin-diaphorase fluorescence; actives 0.78% (n = 350,000); AID 504690, 2011; inhibition, % at 20 µM;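 active = inhibition reaching at least a set limit at 20 µM in the primary screen, cut at about 59% in these data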;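 also: 0% = DMSO wells with substrate and 100% = DMSO wells lacking glucose-6-phosphate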
HKDC1 inh = HKDC1 hexokinase inhibitors, primary screen, biochemical, fluorescence, uHTS | actives 0.16% (n = 340,000) | inhibition, % at 20 µM | recombinant HKDC1, G6PDH/diaphorase resazurin coupled fluorescence | AID 493160, 2011 | Q2TB90;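 active = inhibition above about 35% when tested at 20 µM, limit read from the data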;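 also: plate controls were DMSO wells with enzyme for no effect and DMSO wells lacking enzyme for full effect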
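System: Recombinant HKDC1 hexokinase | Amount: HKDC1 at 5 µg/mL | Reagent: Glucose with 1 mM ATP | Doses: Single 20 µM dose | Incubation: Reaction time 90 min, room temperature, protected from light | Signal: Coupled resazurin fluorescence, excitation 525 nm, emission 613 nm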
SENP6 inh = SENP6 protease inhibitors, primary screen, biochemical, luminescence, uHTS; Sentrin-specific protease 6 (Homo sapiens), Q9GZR1; Recombinant SENP6 catalytic domain, aminoluciferin luminescence; inhibition, % at 10 µM; actives 1.8% (n = 330,000); AID 2599, 2010;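 active = inhibition above about 50% at the single tested dose, limit read from the data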;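 also: plate controls were DMSO wells with enzyme for no effect and DMSO wells lacking enzyme for full effect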
Target sequence (Q9GZR1 628-1112 limits assumed): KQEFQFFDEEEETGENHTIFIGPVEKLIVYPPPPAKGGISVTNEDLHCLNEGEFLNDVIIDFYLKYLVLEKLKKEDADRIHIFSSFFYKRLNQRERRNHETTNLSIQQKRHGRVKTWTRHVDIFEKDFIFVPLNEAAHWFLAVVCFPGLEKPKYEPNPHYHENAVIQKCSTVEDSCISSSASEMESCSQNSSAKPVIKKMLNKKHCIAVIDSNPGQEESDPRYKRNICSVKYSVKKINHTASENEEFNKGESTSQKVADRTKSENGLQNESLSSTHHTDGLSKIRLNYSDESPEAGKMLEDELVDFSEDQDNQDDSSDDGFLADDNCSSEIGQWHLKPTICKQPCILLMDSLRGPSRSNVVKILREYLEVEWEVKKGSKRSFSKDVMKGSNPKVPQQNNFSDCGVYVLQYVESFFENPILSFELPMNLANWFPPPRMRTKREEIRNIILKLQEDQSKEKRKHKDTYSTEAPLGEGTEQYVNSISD
UBC13 inh = UBC13 polyubiquitin chain formation inhibitors, primary screen, biochemical, TR-FRET, uHTS | AID 485273, 2010 | actives 0.47% (n = 330,000) | inhibition, % at 20 µM; in the data active = inhibition above about 45%, passing the limit was not always enough
SENP1 inh = human SENP1 catalytic domain inhibitors, primary screen, biochemical, FRET, uHTS; actives 0.21% (n = 360,000); recombinant SENP1 catalytic domain, CyPet-SUMO1-YPet FRET cleavage; Sentrin-specific protease 1 (Homo sapiens), Q9P0U3; AID 624204, 2012; inhibition, % at 10 µM;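 active = inhibition at least 30% at 10 µM, raw YFP signal under a set limit, fluorescence ratio 0.5 to 1.5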;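 also: 0% = enzyme with DMSO and 100% = no enzyme wells; some results filed as inactive read as strong as hits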
Target sequence (Q9P0U3 419-644 limits assumed): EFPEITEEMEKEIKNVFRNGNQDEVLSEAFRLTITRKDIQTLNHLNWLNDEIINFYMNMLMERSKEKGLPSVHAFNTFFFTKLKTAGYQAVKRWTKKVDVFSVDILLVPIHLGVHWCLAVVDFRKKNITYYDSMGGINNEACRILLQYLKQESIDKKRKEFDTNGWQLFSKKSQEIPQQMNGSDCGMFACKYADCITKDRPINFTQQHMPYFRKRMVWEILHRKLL
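Controls: no-enzyme wells low, DMSO-plus-enzyme wells high control. Test system: human recombinant His6-tagged SENP1 catalytic domain enzyme. Reagent: SFCypet-SUMO1-SFYpet FRET protein substrate, 25 nM final. Doses: one dose per compound, 10 µM, 0.5% DMSO. Detection: FRET, CFP and YFP emission. Timing: 50 min reaction at room temperature.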
SENP7 inh = SENP7 protease inhibitors, primary screen, biochemical, luminescence, uHTS. recombinant SENP7, Z-RLRGG-aminoluciferin luminescence, 40 min. actives 1.5% (n = 330,000). inhibition, % at 5 µM;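 active = inhibition above about 50% at the single test dose, limit read from the data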;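 also: plate controls were DMSO with enzyme for no effect and no enzyme buffer wells for full effect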
The depositor's hits bear a star; x = not tested or not shown. Rows were taken by chance, and some 4% of all compounds hit somewhere here.

SMILES | SENP8 block-1 | SENP8 block-2 | beta cell repl | PfG6PD inh | HKDC1 inh | SENP6 inh | UBC13 inh | SENP1 inh | SENP7 inh
Cc1cc(C)n(CC(=O)NNC(=O)COc2ccc(F)cc2Br)n1 | -1.4 | -2.4 | 1.0 | -3.4 | -6.0 | -9.2 | 5.3 | 1.6 | 6.1
O=C(NCCCN1CCCC1=O)c1cncc(Br)c1 | 1.7 | 7.3 | -2.6 | -6.6 | 11.8 | -7.2 | -12.4 | 0.2 | 10.6
Cc1nc(NS(=O)(=O)c2ccccc2)sc1C(C)(C)C | 0.4 | 20.0 | -2.9 | -0.6 | -5.8 | -19.1 | 3.0 | 0.3 | 1.4
COCCOc1ccc(C(F)(F)F)cc1NC(=O)c1ccc(C)cc1 | 2.1 | 14.4 | 0.0 | 34.8 | -3.6 | 6.9 | 5.9 | -0.8 | -2.1
Cc1cccc(CN2CCN(c3ccccn3)CC2)c1 | 5.5 | 4.2 | 1.5 | 10.9 | -6.7 | -13.0 | 7.9 | 1.5 | -1.0
CN(C)/N=C/c1ccc(Sc2ccccc2[N+](=O)[O-])o1 | -2.0 | 19.6 | -5.6 | 8.7 | -3.6 | -13.4 | -2.2 | -0.7 | -5.2
CC(=O)Oc1c(C)cc(Cl)cc1C(=O)Nc1ccc([N+](=O)[O-])cc1Cl | 23.6 | 18.3 | -5.8 | 16.4 | 0.7 | 84.1* | -3.9 | -0.3 | 97.6*
CC(Oc1ccc(Cl)cc1Cl)C(=O)NCCC1=CCCCC1 (stereo not given) | -1.1 | -11.4 | -0.8 | -1.6 | -0.1 | -0.2 | 13.4 | 0.3 | 2.6
NC(=O)COc1ccc(Cc2ncc(C(F)(F)F)cc2Cl)cc1 | -4.9 | -5.0 | -0.8 | 2.5 | -10.2 | -11.0 | -8.9 | -2.6 | -3.9
O=C(CSC1=NS(=O)(=O)c2cc(Cl)ccc2N1)NCc1ccccc1 | -6.6 | 9.0 | 2.5 | -2.9 | 6.3 | 3.6 | 2.0 | 0.6 | -2.5
O=C(N/N=C/c1ccccn1)c1ccc([N+](=O)[O-])cc1 | -1.6 | 20.8 | -3.1 | -17.3 | -1.4 | 6.7 | -17.5 | 1.9 | 2.0
O=C(COC(=O)c1ccc[nH]c1=O)NC1CC1 | 8.9 | -11.0 | 2.2 | 5.3 | -1.8 | -0.1 | -1.1 | 1.5 | -4.6
Cc1cc2c(cc1S(=O)(=O)N1CCOCC1)NC(=O)CO2 | 2.2 | 3.7 | -0.5 | 3.5 | -6.3 | -30.4 | 0.9 | 3.3 | -0.1
Cc1ccc(C2(C)NC(=O)N(CC(=O)Nc3ccc(S(=O)(=O)Nc4nccs4)cc3)C2=O)cc1 (stereo not given) | -4.7 | -0.3 | 0.4 | -24.0 | -1.3 | 3.0 | -2.7 | -0.8 | -2.9
O=C(O)c1ccc(-n2ccnc2)c([N+](=O)[O-])c1 | -0.3 | 23.4 | 0.0 | -3.9 | -3.6 | 8.1 | -2.2 | 2.3 | 15.8
C/C(=N\NC(=O)C1CC1)c1ccc(Cl)c(Cl)c1 | -8.5 | 8.9 | 0.2 | -3.3 | -4.2 | -13.9 | -7.3 | 1.3 | -4.4
O=C(NCCCc1ccccc1)c1ccccc1O | -16.3 | -64.0 | -1.8 | -3.7 | 7.8 | -0.6 | 6.1 | 2.4 | -6.3
Cc1ccccc1CS(=O)(=O)CCC(=O)O | 4.6 | 10.0 | 1.3 | -7.6 | -8.7 | -18.5 | -2.5 | 0.9 | 4.3
C/C(Cn1nc([N+](=O)[O-])cc1C)=N\NC(=O)COc1c(Cl)cc(Cl)cc1Cl | 4.3 | 2.6 | -2.0 | 2.4 | -6.8 | 4.8 | 7.2 | 1.0 | 4.4
COc1ccc([N+](=O)[O-])cc1N(CC(=O)NCCCOC(C)C)S(C)(=O)=O | 2.6 | 3.6 | -2.4 | -1.4 | -8.8 | -12.1 | -5.9 | 0.1 | 1.8
O=C(O)CC12CC3CC(C1)CC(n1ncc(N4CCC5(CC4)OCCO5)c(Cl)c1=O)(C3)C2 | -5.1 | 12.5 | -3.2 | 10.6 | 11.2 | -7.1 | -7.1 | 1.9 | 14.1
O=c1c(Cl)c(Cl)cnn1Cc1ccc(F)cc1 | 5.1 | 17.7 | -5.7 | -2.2 | -3.3 | 1.9 | 16.4 | 1.1 | 10.7
CC1CCN(S(=O)(=O)c2c[nH]c(=O)[nH]c2=O)CC1 | -0.9 | 2.6 | -4.4 | -17.4 | -1.6 | -2.5 | -4.4 | 3.8 | -4.8
CCOC(=O)N1CCc2c(sc(NC(=O)c3ccc(Cl)s3)c2C(N)=O)C1 | 6.9 | x | -8.3 | x | x | 27.3 | -8.0 | x | 5.9
CC(=O)Nc1ccc(NC(=O)c2cc(-c3ccccc3)nc3ccccc23)cc1 | 1.1 | -66.9 | -2.8 | 3.3 | 4.0 | 0.1 | 1.1 | 0.1 | -2.7
CC(=O)O[C@@H]1C[C@H]2C(C)(C)C(=O)C=C[C@]2(C)[C@H]2CC[C@@]3(C)[C@H](c4ccoc4)OC(=O)[C@H]4O[C@]43[C@@]21C | 0.7 | 7.8 | -5.4 | 14.6 | 6.4 | -2.9 | -1.9 | 2.1 | 2.1
CCCCN(CC)Cc1c(C)[nH]c2ccccc2c1=O | 1.2 | 12.1 | -0.4 | 2.4 | -2.3 | 11.5 | 8.2 | -1.5 | 2.4
O=C(c1ccc(N2CCCCS2(=O)=O)cc1)N1CCN(c2ccc(N3CCOCC3)nn2)CC1 | 3.0 | -397.9 | -1.4 | 14.9 | -3.8 | -8.4 | 12.9 | -20.3 | -0.1
NNC(=O)c1ccc(CN2CCCCC2)o1 | -3.5 | 12.6 | -2.0 | 10.1 | -9.6 | -3.5 | -11.9 | 1.1 | -5.2
CC1CCCC(NCC(=O)Nc2ccc(C(N)=O)cc2)C1C (stereo not given) | 0.9 | 2.0 | 3.7 | -4.4 | -2.5 | 12.8 | -0.4 | 1.4 | 2.7
S=C(Nc1ccc(Br)cc1Cl)NC1CCN(Cc2ccccc2)CC1 | 7.2 | 12.0 | -5.2 | 13.7 | -3.6 | -1.1 | 10.7 | 0.2 | 1.8
Cc1cc([N+](=O)[O-])nn1CC(=O)Nc1sc2c(c1C(N)=O)CCCC2 | 4.9 | 9.0 | -3.2 | -0.9 | 5.1 | 33.2 | 3.5 | -5.2 | -3.2
CCN(CC)C(=O)C[n+]1ccc(C(N)=O)cc1 | -0.1 | 9.8 | -1.4 | 2.9 | -15.0 | 2.9 | -7.0 | -1.0 | -3.5
COc1ccc(CCNS(=O)(=O)c2cc(C(=O)O)c(Cl)cc2Cl)cc1 | 2.2 | 7.7 | 0.3 | 7.0 | -7.2 | -1.7 | -9.6 | 0.6 | 1.4
O=S(=O)(NCC(c1cccnc1)N1CCN(c2ccc(F)cc2)CC1)c1ccccc1 (stereo not given) | -7.5 | 7.3 | 2.1 | 13.2 | -6.1 | -54.2 | -0.7 | -0.5 | -0.3
COCCCNC(=S)N/N=C/c1ccc(OC)cc1 | 1.4 | 23.6 | 0.8 | -13.2 | 1.0 | 10.3 | -1.5 | -0.8 | -4.1
COc1ccc2c3n(nc2c1)CCN=C3c1cc(Cl)c(N)c(Cl)c1 | -3.4 | -117.1 | -3.6 | 7.1 | 6.9 | 0.8 | 20.7 | -0.3 | 7.1
O=c1[nH]c2ccccc2n1Cc1ccc(Cl)cc1 | 3.6 | 22.0 | -3.7 | -1.8 | 2.3 | 8.7 | 7.6 | 0.8 | 4.8
COc1cc(OC)cc(C(=O)NNC(=O)c2ccc3c(c2)OCCO3)c1 | -8.8 | 3.3 | -3.2 | 10.2 | 1.0 | 13.7 | 2.6 | 1.7 | 7.6
COc1cccc(-c2ccc(SCC(=O)N3CCc4ccccc43)nn2)c1 | 15.7 | x | 0.0 | x | x | 9.2 | 6.2 | x | -0.6

Reprinted from the part before: 3 entries, followed by the next part.
SMILES | SENP8 block-1 | SENP8 block-2 | beta cell repl | PfG6PD inh | HKDC1 inh | SENP6 inh | UBC13 inh | SENP1 inh | SENP7 inh
O=c1[nH]c2ccccc2n1Cc1ccc(Cl)cc1 | 3.6 | 22.0 | -3.7 | -1.8 | 2.3 | 8.7 | 7.6 | 0.8 | 4.8
COc1cc(OC)cc(C(=O)NNC(=O)c2ccc3c(c2)OCCO3)c1 | -8.8 | 3.3 | -3.2 | 10.2 | 1.0 | 13.7 | 2.6 | 1.7 | 7.6
COc1cccc(-c2ccc(SCC(=O)N3CCc4ccccc43)nn2)c1 | 15.7 | x | 0.0 | x | x | 9.2 | 6.2 | x | -0.6
O=C(C1=C[C@@H]2[C@H]3C(=O)N(c4cccc(Cl)c4)C(=O)[C@H]3[C@@H](C(=O)c3ccc(Cl)cc3)N2C=C1)c1ccccc1 | 3.3 | -101.4 | 2.5 | -15.8 | 0.6 | 1.3 | -12.4 | -24.2 | -0.3
Cn1cccc1CC(=O)NNC(=O)Nc1cccc(Cl)c1 | -17.6 | 3.6 | 1.5 | 2.1 | -8.8 | -4.5 | -16.0 | -3.1 | -7.9
COc1ccc(C(=O)NCN2CCN(c3ccccc3)CC2)cc1OC | -13.2 | 8.1 | -1.7 | 23.0 | 5.9 | -22.3 | -11.6 | -0.6 | -9.2
Cc1ccnc(NC(=O)c2ccc(Cl)c(NC(=O)C(C)Oc3ccccc3)c2)c1 (stereo not given) | -3.4 | 13.9 | 0.0 | 13.8 | 10.3 | -2.9 | 7.9 | 3.1 | 7.3
CC(C)(C#N)Cc1cc(CC(C)(C)C#N)cc(C(C)(C)C)c1 | -0.9 | 13.8 | -1.0 | 14.7 | -4.7 | -10.8 | -2.6 | 1.5 | -2.7
O=C(c1cccc(S(=O)(=O)Nc2ccccc2F)c1)N1CCN(c2ccccc2F)CC1 | -3.0 | 34.4 | -0.3 | -10.5 | -3.2 | 7.1 | -10.5 | 1.3 | 5.6
COc1ccccc1CNC(=O)CCCNC(=O)c1ccc(Cl)cc1 | -1.3 | 7.7 | 1.0 | -1.0 | -2.1 | 10.3 | -5.7 | -0.4 | 1.5
CCC1CCc2sc(C(=O)NCc3ccccn3)cc2C1 (stereo not given) | -10.2 | -11.4 | -2.7 | -3.2 | -1.6 | 0.7 | -0.7 | -2.7 | -3.0
O=C(O)c1ccccc1OCC1CCCO1 (stereo not given) | -13.7 | 6.2 | -1.1 | 6.4 | -4.3 | -23.4 | -1.7 | 0.9 | -5.1
Cc1c(N(C)C)c(=O)n(-c2ccccc2)n1C | -2.8 | 7.0 | 2.3 | -4.8 | -7.3 | -0.1 | 5.9 | -3.5 | 8.2
Cc1cccc(NC(=O)C2CCC(CNC(=O)[C@@H]3Cc4ccccc4CN3)CC2)c1 (stereo not given in full) | -1.4 | -0.1 | -3.9 | -2.8 | 4.1 | 17.7 | -4.2 | 0.7 | -1.1
